Compound activity from PubChem.
14-3-3 Bad inh = disrupts binding of bovine 14-3-3 zeta to phospho-Bad peptide | TR-FRET 14-3-3zeta/Dy647-pBad peptide displacement, 1 h | inhibition, % at 21.7 µM | hit rate 0.71% among 220,000;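 active = inhibition above about 70%, limit read from the data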;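 note: 0% = full 14-3-3 plus peptide FRET controls and 100% = background without 14-3-3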
EP2 mod = modulators of human EP2 prostaglandin E2 receptor | hit rate 0.83% among 260,000 | P43116 | EP2-expressing cells, cAMP HTRF FRET, PGE2 co-stimulation | induction, % at 25 µM | AID 940;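 active = compounds whose cAMP rise, as percent of the full-agonist control response, exceeds 60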;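 note: rat C6 glioma line stably carrying human EP2 under a CMV promoter; the protocol text gives 20 µM as final concentration; 100% = response of wells given 1 µM PGE2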
Target sequence (P43116 whole entry, looked up): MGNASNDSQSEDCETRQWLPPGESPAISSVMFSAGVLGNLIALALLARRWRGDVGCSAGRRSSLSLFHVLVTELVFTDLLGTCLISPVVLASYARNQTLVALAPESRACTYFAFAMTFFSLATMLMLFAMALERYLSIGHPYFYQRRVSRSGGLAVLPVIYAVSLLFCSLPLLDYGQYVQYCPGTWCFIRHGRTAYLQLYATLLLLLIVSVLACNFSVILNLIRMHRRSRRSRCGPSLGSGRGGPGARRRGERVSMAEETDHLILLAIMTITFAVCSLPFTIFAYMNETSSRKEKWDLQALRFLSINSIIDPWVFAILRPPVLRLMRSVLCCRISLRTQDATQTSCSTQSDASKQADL
PPC-1+TRAIL kill = kills PPC-1 cancer cells in the presence of TRAIL; PPC-1 cells + TRAIL, ATPLite viability luminescence; cell killing (% activity), % at 4 µM; hit rate 0.41% among 220,000; AID 1443;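 active = cell killing above 50% in the first pass at 4 µM, then a duplicate retest at 5 µM averaging 50% or more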;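 note: plate controls were cells with TRAIL plus DMSO for no effect and medium-only wells lacking cells for full effect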
zfTRPN1 agonist = activates the zebrafish TRPN1 channel; HEK293 zebrafish TRPN1-YFP, Fluo-8 calcium fluorescence; 100% = response to 87 µM carbachol; activation, % at 3 µM; hit rate 0.18% among 220,000;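 active = activation above its plate's cutoff, the mean activation of test wells on that plate plus 3 SD, cut at about 19% in these data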;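 note: 0% = DMSO alone and 100% = 87 µM carbachol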
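Control set: carbachol 87 µM as high control, DMSO as low control; system: HEK293 stable line with zebrafish TRPN1-YFP; read-out: % activation versus carbachol response; detection: intracellular calcium fluorescence with Fluo-8; doses: single test compound dose, 3 µM nominal, 0.3% DMSO; schedule: dye 1 h 37 °C plus 30 min RT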
NPY1 pot ag = human NPY-Y1 potentiation or agonism, primary screen; P25929; NPY-Y1 expressing cells, potentiator/agonist activation; activation, % at 3.6 µM; hit rate 0.37% among 220,000; AID 1304; in the data active = activation above about 33%, passing the limit was not always enough;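 note: cells stimulated with NPY at EC10 then isoproterenol at EC100; 0% = low agonist plus stimulus and 100% = saturating agonist plus stimulus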
PGE2 EP2 inh = inhibitors of human EP2 prostaglandin E2 receptor. C6 glioma cells expressing human EP2, cAMP TR-FRET; cells stimulated with saturating PGE2. inhibition, % at 25 µM. hit rate 0.52% among 260,000. AID 1422;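 active = percent inhibition above 40 after rounding to a whole number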;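 note: rat C6 glioma host cells with rolipram phosphodiesterase inhibitor present; the protocol text gives 20 µM as final concentration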
TRPML3 ag = agonists of human TRPML3 channel; Q8TDD5; HEK293 TRPML3-YFP, Fluo-8 calcium fluorescence; 100% = the carbachol control signal; activation, % at 3 µM; hit rate 0.29% among 220,000;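 active = activation above its plate's cutoff, the mean activation of the plate's test wells plus 3 SD, cut at about 12% in these data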;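 note: 0% = DMSO only wells and 100% = carbachol wells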
Target sequence (Q8TDD5 whole entry, looked up): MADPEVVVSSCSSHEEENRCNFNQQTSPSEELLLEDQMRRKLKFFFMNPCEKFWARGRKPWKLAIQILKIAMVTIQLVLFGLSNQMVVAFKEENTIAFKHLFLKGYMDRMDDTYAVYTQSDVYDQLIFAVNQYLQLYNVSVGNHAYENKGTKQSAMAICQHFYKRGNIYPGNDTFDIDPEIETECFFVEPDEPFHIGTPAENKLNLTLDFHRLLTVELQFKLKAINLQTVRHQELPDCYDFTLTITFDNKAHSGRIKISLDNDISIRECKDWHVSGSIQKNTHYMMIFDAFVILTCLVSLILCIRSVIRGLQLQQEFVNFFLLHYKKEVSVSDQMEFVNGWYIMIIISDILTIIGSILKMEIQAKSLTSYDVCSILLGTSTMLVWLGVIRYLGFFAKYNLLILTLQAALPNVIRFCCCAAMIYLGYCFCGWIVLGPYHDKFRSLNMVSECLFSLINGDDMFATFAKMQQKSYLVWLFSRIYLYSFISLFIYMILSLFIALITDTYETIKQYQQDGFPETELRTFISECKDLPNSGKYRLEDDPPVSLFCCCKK
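Material: TRPML3-YFP stable HEK293 cells | Dosing: One concentration, 3 µM nominal, 0.3% DMSO | Timing: 125 s total fluorescence read per well | Technique: Fluo-8 calcium dye fluorescence, ex 470-495, em 515-575 nm | Measure: Percent activation from peak-to-basal fluorescence ratio, scaled between DMSO and carbachol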
CHOP inhibitor = CHOP inhibition in unfolded protein response | CHO-K1 CHOP-promoter luciferase, tunicamycin-induced, 15-18 h | inhibition, % at 10 µM | hit rate 3.8% among 220,000 | AID 2732;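 active = compounds that reduced the stress-induced luciferase reporter signal by more than about 70% of percent inhibition, limit read from the data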;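 note: 0% = tunicamycin plus vehicle and 100% = wells without tunicamycin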
NPY Y1 blocker = antagonists of human neuropeptide Y receptor Y1. P25929. HEK293-CNG Y1 cells, membrane potential fluorescence; NPY at EC95, then isoproterenol. inhibition, % at 3.6 µM. hit rate 1% among 200,000. AID 1040;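 active = inhibition above the campaign mean inhibition of all tested compounds plus 3 SD, cut at about 20% in these data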;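 note: 0% = DMSO wells given NPY plus isoproterenol and 100% = isoproterenol alone without NPY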
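Benchmarks – high control isoproterenol alone, low control NPY with isoproterenol · Material – HEK293 Y1/CNG channel cell line · Times – dye 3 h, compound 60 min room temperature, stimulation 45 min · Probe or stimulus – NPY (25 nM), isoproterenol (1 µM), Ro 20-1724 (25 µM) · Evaluation – % inhibition of NPY effect · Signal – fluorescence, membrane potential probe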
Numbers without * were called inactive; · = no result given; & = joins results of further samples; [ ] = another dose, or the depositor's remark. A portion of the library. The share of hits here may be higher or lower than overall.

mol	14-3-3 Bad inh	EP2 mod	PPC-1+TRAIL kill	zfTRPN1 agonist	NPY1 pot ag	PGE2 EP2 inh	TRPML3 ag	CHOP inhibitor	NPY Y1 blocker
CC1CC(C)CN(c2ncnc3c2cnn3C)C1 (configuration not stated)	9.8	-0.3	14.2	0.5	-3.8	5.3	0.1	3.0	-0.5
Cc1ccccc1OCC1CNC(=O)O1 (configuration not stated)	4.0	13.6	-6.2	-0.9	3.3	10.8	-0.2	-12.7	7.1
Cc1ccc2cc3c(NC(=O)C(C)C)nn(C)c3nc2c1	-6.7	-12.6	13.6	-0.3	37.0*	6.0	-0.5	78.1*	1.9
Cc1ccc(CC2CC(=O)N(CCc3ccccc3)C2=O)cc1 (configuration not stated)	-7.1	30.3	21.2	-1.9	1.4	6.5	-0.1	19.2	0.0
COc1ccc(C2OC(=O)CC2C(=O)N2CCN(c3cc(Cl)ccc3C)CC2)cc1OC (configuration not stated)	-4.8[fluorescence artefact?]	15.1	23.7	-0.3	8.2	11.9	-0.9	18.1	1.5
O=C(COc1cccc2cccnc12)N/N=C/c1ccccc1O	7.9	-18.4	-9.8	-0.7	-17.4	9.1	-0.5	36.5	·
COc1ccccc1Cn1c(=S)[nH]c2cc(C(=O)NCCN3CCOCC3)ccc2c1=O	2.4	-18.4	10.9	3.3	-0.9	4.7	0.4	7.2	-3.7
Cc1cccc(C(=O)N2CCN(c3ccccn3)CC2)c1	6.0	16.8	28.1	-0.2	-18.4	3.8	0.1	-5.6	-0.4
COC(=O)/N=C/c1c(NCc2ccccc2)nc2c(C)cccn2c1=O	-1.6	40.4	-0.4	-1.4	3.9	5.1	-0.7	3.0	2.1
Cc1ccc(C)n1-c1ccsc1C(=O)CC#N	-17.0	14.3	2.7	-1.1	5.0	7.3	1.0	31.8	-2.3
Cc1ccc(-n2c(O)c(C=Nc3ccccc3-c3n[nH]c(=S)[nH]c3=O)c3ccccc3c2=O)c(C)c1	-20.5	28.3	1.9	1.4	8.7	5.7	1.0	6.1	-1.5
CC(NS(=O)(=O)c1ccc(F)cc1)C(c1cccs1)N1CCN(C)CC1 (configuration not stated)	-5.5[fluorescence artefact?]	13.2	4.0	0.1	-8.3	8.0	0.6	4.8	4.3
CC1CCCN(c2ccc(C(=O)NCC3CCCO3)cn2)C1 (configuration not stated)	0.2	-13.8	1.8	0.8	-14.7	4.3	-0.5	16.9	6.0
O=C(CSc1ccc2nnc(-c3ccc(F)cc3)n2n1)NCc1ccco1	1.7	27.3	4.3	0.0	-17.5	-3.4	0.2	-8.5	-1.6
O=C(Cn1ccc2ccccc2c1=O)NCCC(=O)Nc1cccnc1	0.1	6.0	6.8	1.2	-13.8	16.5	-0.8	-9.2	3.3
CCN1C(=Nc2ccc(Cl)cc2)SC/C1=C\C(=O)OC	1.2[fluorescence artefact?]	41.6	-6.5	-0.1	-7.8	5.3	0.5	81.5*	-1.8
O=C(NC(=S)N(CCO)Cc1ccccc1)c1ccc(S(=O)(=O)N2CCCC2)cc1	-14.5	15.1	-0.2	-1.0	12.5	10.2	0.2	-12.3	16.3
O=C(Nc1ccc2c(c1)OCO2)C1(S(=O)(=O)c2ccc(Cl)cc2)CC1	-3.6	-10.8	-12.5	-0.1	3.1	5.9	-1.3	45.1	-0.5
COCCCNC(=O)CN1C(=O)/C(=C/c2ccccc2C)Sc2ccccc21	-13.2	17.4	-21.8	-1.3	-7.6	4.2	0.8	20.1	4.0
COc1c(C)cccc1C(=O)NC(=S)Nc1ccc2c(c1)Cc1ccccc1-2	-4.3	21.6	19.1	0.3	2.3	·	0.2	11.0	2.9

(listing goes on)
mol	14-3-3 Bad inh	EP2 mod	PPC-1+TRAIL kill	zfTRPN1 agonist	NPY1 pot ag	PGE2 EP2 inh	TRPML3 ag	CHOP inhibitor	NPY Y1 blocker
O=C(c1ccc(Cn2c(=O)[nH]c3ccccc3c2=O)cc1)N1CCN(c2ccccc2)CC1	-6.5	-27.9	5.6	1.1	-2.5	·	0.2	52.3	-4.2
O=C(COC(=O)c1ccc(NS(=O)(=O)c2ccc3c(c2)OCCO3)cc1)NC1CC1	3.4	13.7	28.2	1.7	-12.4	15.2	0.9	3.1	-2.5
COc1ccc(Cc2ccc(OC)c(N)c2)cc1N	-7.1	-4.2	3.1	-0.4	-31.7	8.9	0.3	-20.7	4.2
CCc1c(C)sc(NC(=O)c2cc(C)no2)c1C#N	1.3	6.4	10.3	1.3	-7.0	10.4	1.5	10.5	1.1
O=C(OCC(=O)c1ccc(Cl)s1)c1ccccn1	-2.3	3.7	-5.2	1.3	-2.6	5.1	0.9	23.4	-4.3
Cc1ccc(C(=O)Nc2cc3c(cc2Cl)OCCCO3)cc1	-7.1	10.5	21.4	-1.7	11.8	12.8	-1.0	32.6	10.6
Oc1ccc(O)c(-c2cnns2)c1	3.4	-40.2	37.9	0.6	12.3	-0.1	0.1	-11.5	-9.4
COc1ccc(CCNS(=O)(=O)c2ccc3c(c2)n(C)c(=O)c(=O)n3C)cc1OC	9.1	0.0	13.9	2.4	3.2	11.1	0.9	11.6	5.2
O=C1NNC(c2ccccc2)=N/C1=C\c1ccc(Cl)cc1	2.8	-3.9	8.2	-1.5	-12.1	5.8	-0.6	24.3	·
CC(=O)OC1CSC2c3ccccc3C(=O)N2Cc2sccc21 (configuration not stated)	-9.0	-10.2	11.7	1.1	-4.4	3.3	0.4	10.4	4.1
C[N+](C)(C)C/C=C1/COCO1	20.6[fluorescence artefact?]	5.8	8.7	8.1	-19.1	15.1	51.8*	17.9	5.7
c1ccc(C2NCCn3cccc32)cc1 (configuration not stated)	13.4	-3.5	5.8	-1.0	13.1	9.6	0.0	13.7	-4.9
CC(C)(C)NS(=O)(=O)c1ccc(NC(=O)C(Sc2ccccc2)c2ccccc2)cc1 (configuration not stated)	1.1	26.3	15.7	2.7	4.9	5.3	0.4	75.1*	-13.9
O=C(Nc1nc(-c2ccccn2)cs1)c1cccc(-n2cnnn2)c1	-5.6	-33.9	40.3	2.4	-5.4	1.3	1.0	45.2	·
COC(=O)CCC(=O)NC(=S)Nc1c(C)cccc1C	4.6[fluorescence artefact?]	1.7	21.3	0.8	10.1	5.5	0.9	8.4	9.4
CCCc1nnc(NC(=O)c2ccncc2)s1	9.3	0.3	-9.5	0.8	9.2	8.2	-0.6	14.4	9.9
O=C(NCc1ccc(F)cc1)C1CCN(S(=O)(=O)N2CCCC2)CC1	7.9	-5.7	4.0	0.4	8.8	6.0	1.1	8.0	-2.3
CCCNC(=O)COc1ccccc1[N+](=O)[O-]	6.5[fluorescence artefact?]	8.9	-1.7	0.9	22.7	2.3	0.1	-8.5	6.1
CCOC(=O)c1oc2nc(C(C)C)c3c(c2c1N)CC(C)(C)OC3	-9.4	0.5	-2.1	-0.1	1.0	10.4	-0.1	-7.4	-1.7
CSc1nc2cc(F)c(F)cc2n1C	-0.2	-14.7	4.9	-1.0	8.9	8.1	-0.6	30.7	0.2

(further entries)
mol	14-3-3 Bad inh	EP2 mod	PPC-1+TRAIL kill	zfTRPN1 agonist	NPY1 pot ag	PGE2 EP2 inh	TRPML3 ag	CHOP inhibitor	NPY Y1 blocker
N#Cc1c(N)oc(-c2ccc3c(c2)OCO3)c1-c1ccc2c(c1)OCO2	21.9[fluorescence artefact?]	33.5&16.9	25.1	0.4	-28.5	8.3&10.7	-0.2	13.3	-3.2
CC(C)(C)NC(=O)Cn1c(SCC(=O)Nc2nccs2)nc2ccccc21	2.5	3.0	-1.9	0.9	-9.4	3.3	0.1	3.6	3.5
Cn1c(SCc2ccccc2)nnc1-c1cnccn1	7.2	24.9	-2.7	1.2	7.0	1.5	0.4	-35.3	-4.8
CCC(C)(C)c1ccc(OCC(=O)N(C)C)c(C(C)(C)CC)c1	-1.9	76.0*	-12.4	-0.3	-7.2	5.0	0.5	85.7*	4.3
CCOC(=O)c1c(NC(=O)COC(=O)c2ccccn2)sc2c1CCC2	-7.6[fluorescence artefact?]	36.6	9.5	0.8	-6.0	7.4	0.1	18.0	4.7
C=CCn1c(=O)c2ccccc2n2c(SCC(=O)Nc3sc(C)c(CC)c3C(=O)OCC)nnc12	-25.9[fluorescence artefact?]	40.9	8.1	-0.8	-28.6	10.2	0.5	52.1	-3.2
Cc1scc(C(=O)O)c1-c1c(C(=O)O)csc1C	0.7[fluorescence artefact?]	15.2	7.9	-1.0	17.3	7.3	0.3	11.5	2.5
C=CCn1c(=N)n(CC(=O)c2ccc(OC)cc2)c2ccccc21	-5.8	-3.4	7.4	-0.3	12.2	9.6	0.9	12.2	·
CCCOc1ccc(-c2nc(-c3ccc(N)cc3)cs2)cc1	-2.2	31.1	-0.6	-0.1	18.9	5.0	-0.7	38.5	·
COc1ccccc1NC(=O)NC(N)=O	-9.2[fluorescence artefact?]	-21.3	18.7	0.6	0.1	3.7	0.3	15.9	-3.4
CN(C1CCCCC1)S(=O)(=O)c1ccc2c(c1)c(=O)c(C(=O)N1CCc3ccccc3C1)cn2C	-5.0	1.0	5.2	-1.1	0.3	10.3	0.6	-15.1	1.9
O=C(NCc1ccc(F)cc1)C1CCCN(c2nc3ccsc3c(=O)s2)C1 (configuration not stated)	-3.7	-24.2	1.5	2.0	-11.6	3.6	0.0	43.2	4.8
CCN(CC)C(=O)Oc1ccc2ccccc2c1Br	-17.2	-23.5	-17.6	-2.6	22.8	13.4	0.1	37.3	0.5
Cc1cc(NC(=O)CSc2nnc3c(C)cc4c(C)ccc(C)c4n23)no1	-2.3	-13.4	25.4	0.0	-11.7	29.0	-0.1	·	7.1
COc1ccc(NC(=O)c2ccc(Cl)c(S(=O)(=O)N3CCc4ccccc4C3)c2)cn1	-12.5[fluorescence artefact?]	-23.5	0.9	4.1	2.0	9.6	2.9	17.4	-2.1
COc1ccc2nc(C)cc(SCC(=O)N/N=C/c3cccc4ccccc34)c2c1	60.9[fluorescence artefact?]	-31.2	8.6	1.6	-15.5	11.5	0.4	39.5	-0.9
COc1ccc(C(=O)Nc2ccccc2C(=O)NCCCn2ccnc2)cc1	-0.7	3.0	14.5	1.4	3.5	9.4	0.3	13.2	7.0
Cc1ccc(S(=O)(=O)NC(=O)c2ccc(Br)o2)cc1	30.5[fluorescence artefact?]	17.7	0.4	0.9	-27.2	7.1	1.1	7.0	1.1
